Lamin A splicing – modulators of lamin A splicing; HeLa LMNA splicing GFP/RFP minigene ratio, 48 h; Potency, µM (doses to about 46.1 µM), for inactives: top-dose ratio change, negative = inhibition, hits mostly inhibitors; 0.01% of 200,000 active; AID 1487; active = well fitted inhibition curve with a large enough effect in the signal ratio, with a control signal flat, not every such curve was filed as active; inconclusive = small, poorly fitted or top-dose-only effect, or effect the other way, or a change in a side signal; the % refers to the signal ratio; also: % is scaled to controls: 0 for no effect and ±100 for the full control effect
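S3 HeLa stable clones carrying a lamin A-EGFP splicing minigene plus DsRed2 were seeded at 600 cells/well in Opti-MEM with 2% FBS, pin-dosed and incubated 48 h at 37°C. Acumen cytometry (488 nm) gave the GFP/RFP total-intensity ratio.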
SMN2 splice up – SMN2 splice variant enhancement; HEK293 SMN2-luciferase splicing reporter, luminescence, 30-36 h; Potency, µM (top dose mostly 46.1 µM), for the others: top-dose activity change, positive = activation, usual class: activators; 2.8% of 210,000 active; also: % of control where 0% means no effect; nearly all actives have a fitted effect of over 55% in size
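HEK293 cells carry an SMN2 […]–luciferase reporter in which exon 7 inclusion puts luciferase in frame. Cells were plated 10-12 h before compound addition, then incubated 30-36 h at 37C. ONE-Glo luminescence was read; sodium butyrate at 4.5 mM final served as control.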
TRb-SRC2 inh – inhibitors of human thyroid hormone receptor beta-SRC2 interaction. P10828. TRbeta-SRC2 peptide binding, fluorescence polarization; receptor liganded with 1 µM T3. Potency, µM (top dose mostly 106 µM), for inactives: top-dose activity change, negative = inhibition, hits mostly inhibitors. 0.065% of 280,000 active. AID 1469;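 also: plate controls were bound peptide for no effect and peptide without receptor for full effect; nearly all actives have a fitted effect of over 50% in size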
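TRb LBD 0.6 uM + Texas Red SRC2 peptide 20 nM, 1 uM T3, Tris buffer w/ 5% DMSO; compound pinned, 5 h RT; FP read ex 555/em 632; normalized to unbound and bound controls.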
GoLoco inh red – blocks human Gai1 binding to RGS12 GoLoco peptide, red readout | Potency, µM (titrated, usually from 61.6 µM), without a hit: at the top dose activity, negative = inhibition, most hits filed as inhibitors | Gai1:RGS12 GoLoco peptide FP, rhodamine, 10 min | 0.44% of 230,000 active; active = well fitted inhibition curve with a large enough effect, not every such curve was filed as active; inactive = no such curve, though single readings can be large or run the other way; also: % is scaled to controls: 0 for no effect and ±100 for the full control effect; nearly all actives have a fitted effect of over 30% in size; many of its hits are not listed in these tables
Target sequence (P63096 whole entry, looked up): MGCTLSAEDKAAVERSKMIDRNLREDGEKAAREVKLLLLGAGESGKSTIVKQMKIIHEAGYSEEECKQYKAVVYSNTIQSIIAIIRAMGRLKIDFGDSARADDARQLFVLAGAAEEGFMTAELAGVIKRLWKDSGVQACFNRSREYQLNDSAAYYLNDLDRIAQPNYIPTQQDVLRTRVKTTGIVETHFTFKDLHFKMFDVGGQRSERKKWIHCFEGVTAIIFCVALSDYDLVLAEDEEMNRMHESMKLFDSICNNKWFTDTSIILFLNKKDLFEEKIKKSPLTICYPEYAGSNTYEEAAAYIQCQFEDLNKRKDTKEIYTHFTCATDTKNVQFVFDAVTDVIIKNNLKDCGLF
RECQ1 inh – RECQ1 (human) helicase inhibition; 0.54% of 240,000 active; AID 2549; Potency, µM (top dose mostly 57.3 µM), inactives show at the top dose activity, negative = inhibition, actives largely listed as inhibitors; RECQ1 DNA unwinding, red fluorescence kinetic read;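 also: plate controls were vehicle for no effect and no enzyme for full effect; nearly all actives have a fitted effect of over 30% in size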
Target sequence (P46063 whole entry, looked up): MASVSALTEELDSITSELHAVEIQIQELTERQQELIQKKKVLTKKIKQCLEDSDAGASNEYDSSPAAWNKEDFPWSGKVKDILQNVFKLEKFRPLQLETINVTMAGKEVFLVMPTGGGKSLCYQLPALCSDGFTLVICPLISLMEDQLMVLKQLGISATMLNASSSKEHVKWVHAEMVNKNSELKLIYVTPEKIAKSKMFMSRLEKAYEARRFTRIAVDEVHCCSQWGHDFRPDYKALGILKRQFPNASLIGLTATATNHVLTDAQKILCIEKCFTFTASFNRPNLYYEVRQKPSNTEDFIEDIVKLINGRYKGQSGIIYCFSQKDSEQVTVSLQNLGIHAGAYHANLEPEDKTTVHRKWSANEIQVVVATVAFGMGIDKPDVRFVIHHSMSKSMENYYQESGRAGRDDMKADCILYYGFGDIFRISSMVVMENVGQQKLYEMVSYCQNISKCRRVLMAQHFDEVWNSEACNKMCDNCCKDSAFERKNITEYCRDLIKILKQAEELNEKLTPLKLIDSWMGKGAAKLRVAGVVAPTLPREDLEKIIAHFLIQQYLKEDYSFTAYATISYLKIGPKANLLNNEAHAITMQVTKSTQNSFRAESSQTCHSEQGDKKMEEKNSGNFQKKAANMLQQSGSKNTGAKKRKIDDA
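50 nM RECQ1T1 preincubated 15 min with compound in Tris pH 8.0 buffer with MgCl2, DTT, Tween-20 and 2.5 ug/ml poly(dI-dC); started with 200 nM TAMRA/BHQ-2 forked duplex and 2 mM ATP. Unwinding read as fluorescence (525/598 nm), two reads 2 h apart.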
KDM4E inh – blocks human JMJD2E demethylase activity; B2RXH2; JMJD2E catalytic domain, FDH-coupled NADH fluorescence (FDH is formaldehyde dehydrogenase); Potency, µM (doses to about 57.1 µM), for inactives: at the highest dose activity change, negative = inhibition, actives largely listed as inhibitors; 1.6% of 230,000 active; active = well fitted inhibition curve with a large enough effect, not every such curve was filed as active; inconclusive = small, poorly fitted or top-dose-only effect, or another doubt; inactive = no such curve, though single readings can be large or run the other way;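 also: 0% = wells with enzyme and -100% = buffer wells without enzyme; nearly all actives have a fitted effect of over 50% in size; many of its hits are not listed in these tables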
TexasRed fluor – alters Texas Red total fluorescence, flagging assay interference | Potency, µM (highest dose often 106 µM), without a hit: at the highest dose fluorescence change, negative = quenching | AID 1479 | 0.29% of 280,000 active | TRb/SRC2 Texas Red total fluorescence interference; active = well fitted curve in either direction with a large enough effect; inconclusive = small, poorly fitted or top-dose-only effect; also: % is scaled to controls: 0 for no effect and ±100 for the full control effect
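Human TRβ ligand-binding domain (0.6 uM) and Texas Red SRC2 peptide (20 nM) in Tris buffer with 1 uM T3 and 5% DMSO were incubated with pinned compound for 5 hr at ambient temperature. Total fluorescence was computed as S + 2P (555/632 nm).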
ALDH1A1 block – inhibitors of human aldehyde dehydrogenase 1A1 | P00352 | Purified ALDH1A1, NADH fluorescence, propionaldehyde substrate | Potency, µM (titrated, usually from 75.3 µM), inactives show at the highest dose activity, negative = inhibition, usual class: inhibitors | 7.3% of 220,000 active | AID 1030; active = well fitted inhibition curve with a large enough effect, not every such curve was filed as active; inconclusive = small, poorly fitted or top-dose-only effect, or another doubt; inactive = no such curve, though single readings can be large or run the other way;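 also: plate controls were no enzyme wells and a reference inhibitor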
* = called active by the depositor; i = inactive; u = inconclusive; x = not tested or not shown; [ ] = dose if it differs, or a comment. Unless noted, calls follow the shape of the dose curve; as a rule, active = well fitted curve in the direction sought with a large enough effect; inconclusive = small, poorly fitted or top-dose-only effect, or another doubt; inactive = no such curve, though single readings can be large; an effect the other way counts as inactive or inconclusive. Potency is read from the fitted curve at half-maximal effect.

no. | SMILES | Lamin A splicing | GoLoco inh red | SMN2 splice up | TexasRed fluor | TRb-SRC2 inh | RECQ1 inh | KDM4E inh | ALDH1A1 block
1 | O=C1CSC(=S)N1/N=C/c1cccnc1 | x | 5% | x | -4% | 3% | -2% | -1% | x
2 | O=c1c(-c2ccc(F)cc2)nc2cncnc2n1Cc1ccccc1 | u | 3% | x | x | x | 12% | x | -5%
3 | Cc1cc(C)c(OCC(=O)N/N=C/c2ccc3c(c2)OCO3)c(C)c1 | u | 0% | 0%[1.84 µM] | -1% | 12% | -7% | 0% | 3%
4 | CC(=O)C(C)Oc1ccc2c3c(c(=O)oc2c1C)CCCC3 (configuration not stated) | -1% | x | x | 1% | 5% | -4% | 1% | 1%
5 | CNC(=S)NNC(=O)c1cccn(Cc2cccc(Cl)c2)c1=O | -3% | 6% | 4% | -2% | 4% | -9% | -4% | -5%
6 | Cc1ccccc1C(=O)N1CCN(c2ccc(NC(=O)c3cccnc3)cc2)CC1 | x | 8% | -30% | 2% | 0% | 0% | -5% | -5%
7 | COc1ccccc1CNC(=O)c1cccc2c1C(=O)N(Cc1cccnc1)C2 | x | 1% | x | 0% | -4% | -4% | 8% | -6%
8 | COC(=O)c1[nH]c(C)c(/C(O)=C2\C(=O)C(=O)N(CCN3CCOCC3)C2c2cccs2)c1C (configuration not stated) | -20% | x | x | 1% | -6% | -6% | -3% | u
9 | COc1ccc(C(=O)/C=C/Nc2ccc(NC(C)=O)cc2)cc1OC | 2% | 7% | -1% | -5% | 5% | -3% | -6% | -11%
10 | COc1ccc(Nc2ccc(OC)cc2)cc1 | x | -37% | x | 12% | u | 5.6µM* | u | x
11 | C=CCn1c(C(C)NC(=O)c2ccccc2)n[nH]c1=S (configuration not stated) | -4% | -1% | -17% | 0% | -11% | -8% | -3% | 0%
12 | COCc1c(C(=O)NC2CCCCCC2)oc2ccccc12 | x | 2% | 13% | -2% | -1% | -2% | -9% | 11µM*
13 | N#CC1=C(O)CCCn2c1nc1ccccc1c2=O | -1% | 6% | 4% | -8% | -14% | -3% | u | u
14 | Clc1ccccc1OCCCCN1CCCC1 | -7% | 3% | -15% | -2% | 1% | -7% | -8% | -5%
15 | COc1ccc(OCC(=O)NNc2c3ccccc3nc3ccccc23)cc1 | u | -2% | -47%[inhibitor] | -8% | -2% | -19% | u | 22%
16 | CCOC(=O)Cn1nc(CC)c2ccccc2c1=O | 8% | 12% | -14% | 1% | -27% | -5% | -3% | 7%
17 | CCOc1ccc(C2CC(c3cccc(OC)c3)n3nc(N)nc3N2)cc1 (configuration not stated) | -4% | 6% | 6% | 1% | 0% | -11% | -1% | 0%
18 | O=C(NC(=S)Nc1ccc2oc(=O)ccc2c1)c1cc2ccccc2o1 | x | -1% | x | 0% | -3% | -10% | -4% | x
19 | CCN(CC)S(=O)(=O)c1ccc(N2CCCC2)c(C(=O)OCC(=O)Nc2cc(C)on2)c1 | x | 16% | x | -2% | 0% | -4% | 0% | x
20 | CCOc1ccc(NCc2nnc(SCC(=O)Nc3nc(-c4ccccc4)cs3)n2-c2ccccc2)cc1 | -8% | 0% | -12%[1.84 µM] | 1% | 8% | -6% | 4% | u
21 | COc1ccc(SCC(=O)Nc2ccccc2Cl)cc1 | x | 8% | -2% | -4% | -3% | 18% | u | -11%
22 | Cc1ccc2nc(-c3cc(-c4ccccc4)no3)cn2c1 | x | 5% | x | -4% | 1% | i | -10% | x
23 | CCOC(=O)CSc1nc(N)c2c3c(sc2n1)CCCC3 | 3% | 0% | -5% | 0% | -9% | -4% | -7% | 9%
24 | CCCCc1cc2ccccc2c(OCCN(C)C)n1 | u | -30%[21.6 µM] | -19%[20.6 µM] | -2%[53 µM] | -8%[53 µM] | 2%[25.9 µM] | -7%[25.5 µM] | 0%[20.9 µM]

One compound at a time (already shown). Order of values: Lamin A splicing, GoLoco inh red, SMN2 splice up, TexasRed fluor, TRb-SRC2 inh, RECQ1 inh, KDM4E inh, ALDH1A1 block
`CCOc1ccc(NCc2nnc(SCC(=O)Nc3nc(-c4ccccc4)cs3)n2-c2ccccc2)cc1` is listed as -8%, 0%, -12%[1.84 µM], 1%, 8%, -6%, 4%, u
`CCCCc1cc2ccccc2c(OCCN(C)C)n1` is listed as u, -30%[21.6 µM], -19%[20.6 µM], -2%[53 µM], -8%[53 µM], 2%[25.9 µM], -7%[25.5 µM], 0%[20.9 µM]
`Clc1ccccc1OCCCCN1CCCC1` is listed as -7%, 3%, -15%, -2%, 1%, -7%, -8%, -5%
`N#CC1=C(O)CCCn2c1nc1ccccc1c2=O` is listed as -1%, 6%, 4%, -8%, -14%, -3%, u, u
`CCOC(=O)CSc1nc(N)c2c3c(sc2n1)CCCC3` is listed as 3%, 0%, -5%, 0%, -9%, -4%, -7%, 9%

Next results:
no. | SMILES | Lamin A splicing | GoLoco inh red | SMN2 splice up | TexasRed fluor | TRb-SRC2 inh | RECQ1 inh | KDM4E inh | ALDH1A1 block
25 | CCCCn1c(N)c(Sc2ccc(C)cc2)c(=O)[nH]c1=O | -3% | 0% | -6% | 2% | 3% | -10% | -6% | 4%
26 | CC1CCN(c2cc(N3CCN(C(=O)c4ccc(F)c(F)c4)CC3)c([N+](=O)[O-])cc2F)CC1 | u | 6% | -24% | -2% | -4% | -20% | 0% | -6%
27 | COC(C(C)/C=C/CC(=O)OCCCc1ccccc1)C1CCCCC1 (configuration not stated) | x | x | x | -1%[11.2 µM] | 0%[11.2 µM] | -1%[11.5 µM] | x | 8%[13.5 µM]
28 | O=C(Nc1ccc2oc(-c3cccnc3)nc2c1)c1ccc(Br)o1 | 5% | 30%[activator] | -26% | 0% | -1% | 16% | u | u
29 | CN(C)c1ccc(C(O)P(=O)(OC2CCCCC2)OC2CCCCC2)cc1 (configuration not stated) | x | -27% | x | 2% | 5% | i | -11% | x
30 | CSc1ccc(CN2CCN(C(=O)c3ccc([N+](=O)[O-])cc3)CC2)cc1 | 9%[46 µM] | -3% | -52%[inhibitor] | -1% | 3% | i | u | -10%
31 | Cc1nc(-c2ccccc2)c(Cc2ccccc2O)c(=O)[nH]1 | x | 3%[14.2 µM] | -14%[9.22 µM] | -1% | -2% | i | 1% | -9%[13.5 µM]
32 | CC(C)NC(=O)CSCc1ccccc1Cl | -1% | -34% | u | 1% | -1% | 2% | 1% | -4%
33 | CCN(CCCNC(=O)c1[nH]c(C)c(C(C)=O)c1C)c1ccccc1 | u | -5% | -26% | -2% | 4% | -7% | 8% | 5%
34 | COc1ccc(C(C)C)cc1S(=O)(=O)N1CCN(c2ccccc2)CC1 | u | 9% | x | 1% | 5% | u | 2% | u
35 | CN(C(=O)CCc1nnc(Cc2ccc(-c3ccccc3)cc2)o1)C1CCOCC1 | 16%[46 µM] | 6% | -12% | 0% | 5% | i | 2% | 9%
36 | CC(C)CC(=O)N1CCC(O)(CS(=O)(=O)c2ccc(Cl)c(Cl)c2)CC1 | 9%[46 µM] | 8% | 14% | 1% | -2% | i | 3% | -7%
37 | NC(Cc1ccc2nonc2c1)C(=O)O (configuration not stated) | -1% | x | x | 0% | 13% | -2% | -7% | -4%
38 | CCC1C/C(=C/c2ccco2)C(=O)/C(=C/c2ccco2)C1 (configuration not stated) | u | 3% | -9% | 2% | -8% | u | -19% | u
39 | COc1cc(NC(=O)c2cccnc2Sc2ccc(C)c(C)c2)cc(OC)c1OC | -6% | -3% | -15% | -1% | -3% | 6% | u | 11%
40 | Cc1nc2ccccn2c1C(=O)N/N=C/c1ccccc1[N+](=O)[O-] | -12% | 14% | 10% | -1% | 4% | -10% | 6% | -43%
41 | Cc1ccnc(NC2CCCCC2)c1 | 0%[46 µM] | -4% | 5% | -1% | -1% | -11% | u | u
42 | CCOC(=O)C1CCN(Cc2ccccc2C)CC1 | 1% | -8% | 6% | 2% | 9% | -2% | 25% | u
43 | Cc1ccc(CN2CCN(Cc3c(C)nn(C(C)C)c3C)CC2CCO)o1 (configuration not stated) | u | -11% | x | -2% | 6% | -5% | 4% | 5%
44 | Fc1ccc(Cn2ccc(-c3cnc(-c4ccccc4)s3)n2)cc1 | u | -9% | -27% | 1% | -1% | -8% | u | u
45 | O=C(Cn1c2[n+](c3ccc(C(F)(F)F)cc31)CCCCC2)Nc1c(F)cccc1F | 8%[46 µM] | -2% | 1% | -7% | 6% | i | 7% | -14%
46 | S=C(Nc1ccc(Cl)c(Cl)c1)NC1CCCCC1 | u | 9% | u | 1% | 6% | -7% | 5% | 1%
47 | O=C(NCCO)C(c1ccccc1)c1ccccc1 | 8% | 1% | 23% | 0% | -8% | i | 3% | 1%
48 | O=C(Nc1nnc(COc2ccccc2)s1)C1CCN(S(=O)(=O)c2ccc(Cl)cc2)CC1 | 10% | -10% | -17% | -1% | -4% | -9% | -5% | 10%
49 | Cc1ccc(NC(=O)Nc2cc(C)on2)cc1 | x | 13% | u | -3% | -12% | 2% | 7% | u
50 | Cc1occc1C(=O)N/N=C/C1=C(N2CCOCC2)C(=C\c2ccc(Cl)cc2Cl)/CC1 | -1% | 7% | 24% | -1% | -1% | i | 4% | u
51 | COc1ccc(N(C)C2=NS(=O)(=O)c3ccccc32)cc1 | -13% | -15% | -25% | 0% | -24% | i | -2% | 13%
52 | CC(C)C[C@H](NC(=O)c1nc[nH]c1C(=O)N1CCN(C(=O)OC(C)(C)C)CC1)C(=O)OCc1ccccc1 | x | 3% | x | 0% | 3% | -11% | 10% | 5%

Results in RECQ1 inh, for 2 of the compounds above:
No. | Structure | RECQ1 inh
50 | Cc1occc1C(=O)N/N=C/C1=C(N2CCOCC2)C(=C\c2ccc(Cl)cc2Cl)/CC1 | i
49 | Cc1ccc(NC(=O)Nc2cc(C)on2)cc1 | 2%

An excerpt; the hit share may differ from the screen's.
